Source: PubChem (several laboratories)
SUMO Mot1 rescue – inhibitors of SUMOylation pathway: yeast Mot1-301 growth rescue | S. cerevisiae Mot1-301 growth rescue, ATP luminescence, 38.5C; percent above DMSO median, 100 means doubled | growth rescue, % at 18.8 µM | 320,000 compounds, 1% hits;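 active means every valid replicate shows activation above 250% relative to neutral control wells; inactive means the rest, any valid replicate at or below 250%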;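 further: OY570 slx delta 5 strain wells were the positive control but not used for scaling; some compounds called inactive have numbers as strong as hits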
NSD2 HMT inh – NSD2 (human) methyltransferase inhibition; O96028; NSD2 peptide methylation, AlphaScreen, 120 min; inhibition, % at 12.5 µM; 310,000 compounds, 0.54% hits; in the data active means inhibition above about 50%
CDK5 p35 inh – blocks human CDK5/p35 kinase activity | inhibition, % at 10 µM | Recombinant CDK5/p35, ADP-Glo luminescence, 60 min | AID 488839 | Q00535+Q15078 | 330,000 compounds, 0.01% hits;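 active means highest replicate inhibition of at least 50% and at least 75% of replicates reaching 50%; inconclusive means only one of the two criteria met; inactive means both criteria failed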;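 further: plate controls were DMSO neutral control for no effect and GW8510 at 10 µM for full effect; many of its hits are not listed in these tables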
Target sequence (Q00535 whole entry, looked up): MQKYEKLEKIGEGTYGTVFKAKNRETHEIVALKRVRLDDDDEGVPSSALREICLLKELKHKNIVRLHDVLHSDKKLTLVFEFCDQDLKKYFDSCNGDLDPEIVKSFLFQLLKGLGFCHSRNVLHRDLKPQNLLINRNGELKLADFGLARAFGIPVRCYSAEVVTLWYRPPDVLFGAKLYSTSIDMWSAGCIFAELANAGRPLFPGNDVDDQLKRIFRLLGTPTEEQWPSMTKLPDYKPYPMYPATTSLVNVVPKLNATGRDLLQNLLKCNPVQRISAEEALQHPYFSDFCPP
Target sequence (Q15078 whole entry, looked up): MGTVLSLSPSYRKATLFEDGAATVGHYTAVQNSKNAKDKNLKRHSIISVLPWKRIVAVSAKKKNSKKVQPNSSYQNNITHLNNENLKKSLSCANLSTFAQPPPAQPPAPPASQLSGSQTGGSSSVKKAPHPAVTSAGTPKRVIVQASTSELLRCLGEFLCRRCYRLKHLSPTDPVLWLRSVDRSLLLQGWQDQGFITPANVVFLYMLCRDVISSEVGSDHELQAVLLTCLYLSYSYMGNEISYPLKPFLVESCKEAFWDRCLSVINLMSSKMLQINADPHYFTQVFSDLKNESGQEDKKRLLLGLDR
Keap1-Nrf2 PPI – inhibitors of human Keap1-Nrf2 protein-protein interaction. inhibition, % at 9.4 µM. Keap1 Kelch-Nrf2 peptide fluorescence polarization, 1536-well. Q14145. 340,000 compounds, 0.15% hits; in the data active means inhibition above about 12%; inconclusive means no clear call, values can overlap the other calls; inactive means below about 7.3%;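 further: human Keap1 Kelch domain with fluorescein labeled Nrf2 9mer peptide probe; 0% = neutral control wells and 100% = peptide positive control; higher means more block of Keap1 binding to Nrf2 peptide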
PvdQ acylase – P. aeruginosa PvdQ acylase inhibition. purified PvdQ acylase, fluorescence plate reader. inhibition, % at 10 µM. 340,000 compounds, 0.063% hits. AID 488965; in the data active means inhibition above about 30%, passing the limit was not always enough; inconclusive means no clear call, values can overlap the other calls;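 further: 0% = vehicle neutral wells and 100% = reference inhibitor wells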
LANA DNA inh – blocks KSHV LANA C-terminal domain binding to DNA | MBP-C-LANA/FAM-LBS DNA binding, fluorescence polarization | inhibition, % at 9 µM | 340,000 compounds, 0.078% hits;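 active means highest replicate inhibition at or above 60% at 9 µM, even if other replicates fall short; inactive means all replicates below 60% inhibition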;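 further: 0% = neutral control wells and 100% = 4 µM acridine orange control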
Rtt109 HAT inh – inhibitors of Candida albicans Rtt109/Vps75 histone acetyltransferase | purified Rtt109/Vps75, ThioGlo CoA-SH fluorescence, 4 h | inhibition, % at 34.9 µM | 330,000 compounds, 0.16% hits | AID 540336;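 active means inhibition of at least 50% in every replicate; inconclusive means best replicate reaches 50% inhibition but some replicates fall short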
PfHsp90 set2 – inhibits growth of yeast expressing Plasmodium falciparum Hsp90; S. cerevisiae expressing PfHsp90, BacTiter-Glo ATP, 48 h; yeast lacking PDR1 and PDR3 efflux regulators; inhibition, % at 9.4 µM; 310,000 compounds, 0.32% hits; AID 504621;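 active means every replicate shows inhibition above about 80%, whatever the replicate mean, limit read from the data; inconclusive means mean inhibition reaches the set limit but some replicate falls short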;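 further: 0% = DMSO neutral controls and 100% = 20 µM radicicol positive controls; yeast relying on Plasmodium falciparum Hsp90 in place of its own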
dFosB activator – activators of mouse delta FosB homodimer; 340,000 compounds, 0.99% hits; activation, % at 25 µM; purified delta FosB, TAMRA-CDK5 oligo fluorescence polarization; percent of positive-control signal above neutral wells;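 active means mean activation above about 17%, with every replicate also reaching it, limit read from the data, passing the limit was not always enough; inconclusive means only one of the two conditions met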;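 further: fluorescence polarization rise as delta FosB binds a TAMRA Cdk5 AP-1 oligo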
Target sequence (P13346 whole entry, looked up): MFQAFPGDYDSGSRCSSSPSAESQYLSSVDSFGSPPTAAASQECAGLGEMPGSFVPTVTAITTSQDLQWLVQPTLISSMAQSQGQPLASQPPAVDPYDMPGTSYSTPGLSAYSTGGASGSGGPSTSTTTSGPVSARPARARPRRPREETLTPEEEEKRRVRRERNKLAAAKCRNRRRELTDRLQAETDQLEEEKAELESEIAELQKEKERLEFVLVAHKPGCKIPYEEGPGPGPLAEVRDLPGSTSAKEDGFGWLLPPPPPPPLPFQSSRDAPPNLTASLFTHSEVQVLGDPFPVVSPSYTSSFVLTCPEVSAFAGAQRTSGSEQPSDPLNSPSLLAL
Cardiac RTF inh – cardiac RTF calcium desensitization; AID 493244; inhibition, % at 7.15 µM; IANBD-labeled cardiac RTF, Ca2+ fluorescence; 340,000 compounds, 0.12% hits;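 active means inhibition above the mean inhibition of all tested compounds plus 3 SD, cut at about 17% in these data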;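 further: assay run at fixed EC70 calcium of 1.6 mM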
RTF Ca sens act – cardiac RTF calcium sensitization; P19429+P45379; IANBD-labeled TnC RTF fluorescence at EC20 calcium; 0% EC20 calcium, 100% full calcium; activation, % at 7.2 µM; 340,000 compounds, 0.24% hits; AID 493008;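 active means activation above the mean over all tested compounds plus 3 SD, cut at about 30% in these data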;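 further: rise in fluorescence read as greater calcium sensitivity of cardiac thin filaments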
The depositor's hits bear a star; i = inactive; ? = inconclusive; . = not tested or not shown.

#	SMILES	SUMO Mot1 rescue	NSD2 HMT inh	CDK5 p35 inh	Keap1-Nrf2 PPI	PvdQ acylase	LANA DNA inh	Rtt109 HAT inh	PfHsp90 set2	dFosB activator	Cardiac RTF inh	RTF Ca sens act
1	COC(=O)c1ccc(N2CCN(S(=O)(=O)c3ccc4ccccc4c3)CC2)c([N+](=O)[O-])c1	54.9	4.2	1.5	-2.9	13.8	0.6	6.1	0.1	-9.1	4.8	-9.1
2	Cc1cc(N2CCC(C)CC2)n2nc(C)c(-c3ccccc3)c2n1	55.0	1.5	-2.5	-5.8	-4.3	0.6	-3.7	1.2	-0.6	-19.6	-6.0
3	Cc1ccc(OCCn2cc(/C(N)=N/O)c3ccccc32)cc1C	6.9	14.2	2.4	0.6	?	-1.7	-4.9	4.3	-6.3	-0.2	-1.2
4	CC(C)(C)c1ccc(NC(=O)c2c(F)cccc2Cl)cc1	-1.0	-1.0	-3.1	-3.6	-10.5	0.9	0.1	-25.3	-3.2	-0.6	9.3
5	O=C(CN1CCN(c2nc(-c3ccccc3)cs2)CC1)NNC(=O)c1ccc(Br)cc1	655.7*	3.1	-0.1	4.0	5.1	-0.2	-5.3	3.0	-8.5	2.5	-15.5
6	O=C(c1cc(COc2cccc(C(F)(F)F)c2)on1)N1CCC(c2ccccc2)CC1	-2.3	-1.0	1.5	-2.9	-15.1	0.6	-3.0	-5.6	-4.0	-0.2	2.4
7	Cc1nc2ccc(C(=O)N3CCN(c4ccccn4)CC3)cc2s1	-19.4	3.7	0.0	1.9	4.7	0.0	12.5	0.8	-8.6	-5.3	-9.1
8	O=S(=O)(NC1=NCCCCC1)c1ccc(F)cc1F	-3.6	-0.8	0.4	2.4	-12.2	-1.0	-3.1	-6.5	-4.4	-7.5	-2.5
9	CC1CC(C)CN(C(=O)C2CCN(S(=O)(=O)c3ccc4c(c3)CC(C)N4C(=O)C3CC3)CC2)C1 (centres undefined)	8.0	0.8	.	-5.4	-10.5	0.4	15.1	7.6	-15.6	-4.2	-2.9
10	O=C1CSC(c2ccccc2)N1c1ccc(F)cc1F (centres undefined)	-6.9	36.4	0.6	-2.5	-0.5	-1.7	1.6	-2.0	0.6	-4.4	2.4
11	O=C(OCC(=O)N(C1CCCCC1)C1CCCCC1)c1ccc(O)cc1	391.4	1.8	-1.0	4.3	-0.8	0.4	-1.4	-6.9	-2.9	-4.6	-3.9
12	Cc1onc(-c2ccccc2)c1-c1csc(N/N=C/c2ccccc2Cl)n1	23.9	0.9	-0.5	0.5	-11.4	-0.2	-8.2	-7.7	-8.1	-0.6	1.1
13	CCCCCn1c(N)c(-c2nc3ccccc3o2)c2c([N+](=O)[O-])nn(CC)c(=O)c21	-1.3	0.6	0.6	-2.0	10.7	-0.1	-3.1	-5.9	-6.9	6.0	0.6
14	Cc1nc(NCCOc2ccccc2)sc1C(=O)Nc1ccccc1	-13.0	-1.8	-1.0	-2.0	-10.4	-0.1	8.3	-15.6	9.1	-3.1	3.6
15	COc1cc(C=O)ccc1OCCOCCOc1ccccc1Cl	-2.9	-2.8	1.2	3.8	-9.7	0.1	1.0	-11.4	-2.4	3.5	-2.3
16	Cc1cc(C)n2nc(-c3ccc(Br)cc3)cc2n1	9.5	-3.5	0.8	2.8	-16.1	-1.1	-0.3	9.4	-18.0	-3.1	-5.8
17	Cc1ccc(C)c(Nc2ncnc3nc[nH]c23)c1	-17.2	.	1.9	-5.8	-7.7	0.2	1.0	8.4	3.6	-7.3	0.5
18	COC(=O)c1c(NC(=O)C(=O)N2CCOCC2)sc2c1CCC2	-16.8	3.7	-1.3	-0.3	3.1	-0.3	-4.3	1.5	0.0	-13.8	-9.7
19	CCC(=O)Nc1cc2c3c(c1)CCC(=O)N3CCC2	-5.3	3.1	0.1	-6.3	-11.0	-0.7	5.2	12.0	3.2	-8.2	-1.0
20	Fc1ccc(/C=N/Nc2nccnc2Cl)cc1	-14.3	-1.6	4.8	4.0	-1.9	3.3	-3.2	1.9	1.6	-17.8	-3.0
21	CN1CCN(c2oc(-c3ccccc3F)nc2S(=O)(=O)c2ccc(Cl)cc2)CC1	0.6	6.2	-1.2	-5.1	3.5	0.6	4.5	7.6	-4.9	-2.3	-3.3
22	CCOC(=O)c1nc2nc(C)c(Cl)c(=O)n2[nH]1	8.9	-2.5	1.0	-2.3	6.2	0.2	6.8	14.4	-3.9	0.2	1.7
23	O=C(COc1ccccc1)Nc1ccc(CSc2ccccc2)cc1	-13.8	-8.2	-1.4	3.4	-9.6	1.4	-15.3	4.5	-7.2	-5.9	0.3
24	COc1ccc(CNC(=O)[C@H](NC(=O)C2CCN(C(=O)[C@@H](N)CCSC)CC2)C(C)C)cc1	-6.7	40.6	-0.4	-1.7	-3.2	0.9	3.5	-20.7	-1.3	-7.2	-1.5
25	Cc1ccc(N=C/C(C(=O)C(F)(F)F)=C(\O)c2cccs2)cc1	.	.	-0.3	-1.0	-7.2	0.9	11.5	18.8	3.2	0.5	-3.0
26	COc1ccc(OC)c(S(=O)(=O)N2CCC(C(=O)NCC3CCCO3)CC2)c1 (centres undefined)	206.5	-0.2	0.4	-3.3	7.7	-0.7	-7.0	-0.1	-0.5	7.6	3.5
27	CC(C)(C)c1csc(NC(=O)Cn2cnc3ccccc3c2=O)n1	-14.5	-0.7	1.0	0.2	-12.2	3.6	-7.0	-9.3	-13.2	-3.3	-3.6
28	CC(C)CCNC(=O)c1c(CSc2ccccc2)noc1C(=O)NCc1ccccc1	-15.3	.	-2.6	-8.3	-9.2	0.4	-2.7	2.2	-3.3	-9.7	0.2
29	Cc1ccc(C(=O)NCCCNC(=O)c2cccnc2)cc1	-18.2	-0.2	-0.5	-1.4	-14.0	0.8	-0.7	-11.5	2.3	4.1	-1.1
30	CCOc1ccc(NC(=O)CN(C)C(=O)c2ccc(N3CCCC3)c([N+](=O)[O-])c2)cc1OCC	15.6	9.1	-0.3	-4.2	3.7	0.8	16.5	.	1.3	1.7	1.1

Two of the compounds above, with two lines to a compound:
Results follow in this order: SUMO Mot1 rescue | NSD2 HMT inh | CDK5 p35 inh | Keap1-Nrf2 PPI | PvdQ acylase | LANA DNA inh | Rtt109 HAT inh | PfHsp90 set2 | dFosB activator | Cardiac RTF inh | RTF Ca sens act
14) Cc1nc(NCCOc2ccccc2)sc1C(=O)Nc1ccccc1
→ -13.0 | -1.8 | -1.0 | -2.0 | -10.4 | -0.1 | 8.3 | -15.6 | 9.1 | -3.1 | 3.6
15) COc1cc(C=O)ccc1OCCOCCOc1ccccc1Cl
→ -2.9 | -2.8 | 1.2 | 3.8 | -9.7 | 0.1 | 1.0 | -11.4 | -2.4 | 3.5 | -2.3

(listing goes on)
#31 CC(C)(C)c1ccc(S(=O)(=O)NCc2ccc(C(=O)NCc3ccccn3)cc2)cc1
#32 COc1cc(C)ccc1Oc1ncnc(N)c1[N+](=O)[O-]
#33 CCCCS(=O)CC(O)COCC (centres undefined)
#34 O=C(c1cc(-c2ccncc2)nc2ccccc12)N1CCN(c2ccccc2O)CC1
#35 COc1cc2c(cc1OC)C1=C(C#N)COCN1CC2
#36 O=S(=O)(Nc1ccc(-c2ccc(NS(=O)(=O)c3ccccc3)cc2)cc1)c1ccccc1

Screen / compound no.	31	32	33	34	35	36
SUMO Mot1 rescue	13.0	-7.2	362.1	23.1	3.2	.
NSD2 HMT inh	-1.5	0.0	1.7	2.3	0.3	-1.1
CDK5 p35 inh	-1.8	0.5	-3.4	-2.4	-0.6	-0.7
Keap1-Nrf2 PPI	-5.3	-1.6	-1.1	2.5	-0.5	4.3
PvdQ acylase	-3.3	11.1	-10.8	-10.6	-6.4	6.7
LANA DNA inh	0.6	1.2	1.0	2.5	0.8	-0.1
Rtt109 HAT inh	16.1	4.7	-10.8	-0.8	-11.3	1.8
PfHsp90 set2	5.5	0.7	2.5	-24.0	-11.6	-3.4
dFosB activator	-6.5	-4.5	6.1	-6.4	-3.8	0.1
Cardiac RTF inh	1.2	7.2	0.2	-0.4	-0.8	-6.5
RTF Ca sens act	-3.9	-6.9	11.2	0.7	5.5	-0.9

#37 Cc1cc(C)nc(SCC(=O)Nc2ncc(Cc3cccc(Cl)c3)s2)n1
#38 CCc1nc(N2CCN(C(=O)c3ccccc3)CC2)c2c3c(sc2n1)CCCC3
#39 COc1cc(C(=O)NCC2(c3ccccc3)CCCC2)cc(OC)c1OC
#40 COc1ccc(NCC(=O)Nc2ccc(Br)cc2F)c(OC)c1
#41 O=[N+]([O-])c1ccc(Oc2ccc(OCc3ccccc3)cc2)nc1
#42 O=C1Nc2ccccc2C(O)(C(=O)NCc2ccco2)N1c1ccc(Cl)cc1 (centres undefined)
#43 Cc1cc(/C=N\NC(=O)c2cccs2)c(C)n1-c1ccc2ncccc2c1
#44 CC1=C(C#N)C(NC(=O)C2CC2)(C(F)(F)F)C(=O)N1 (centres undefined)
#45 Cc1cccc(C)c1NC(=O)CN(c1ccccn1)S(=O)(=O)c1ccccc1

Screen / compound no.	37	38	39	40	41	42	43	44	45
SUMO Mot1 rescue	7.4	-10.8	12.2	i	115.2	426.9	-1.9	17.1	6.6
NSD2 HMT inh	0.0	0.7	-1.5	5.3	1.2	.	0.0	49.5	1.9
CDK5 p35 inh	0.5	4.0	0.5	-1.9	0.0	1.0	-0.3	-1.0	-0.8
Keap1-Nrf2 PPI	-4.3	-0.3	-3.9	-0.2	-4.0	-0.3	-10.1	-0.4	-3.8
PvdQ acylase	-13.0	-9.4	-16.2	-10.7	14.5	-4.7	8.0	-8.1	1.5
LANA DNA inh	-2.0	0.9	-2.5	-1.3	-2.8	-2.4	-2.2	-0.7	-0.1
Rtt109 HAT inh	-3.1	-5.0	-3.4	2.9	10.6	-14.5	0.5	-8.9	.
PfHsp90 set2	-29.9	.	-22.8	-2.4	-17.6	-20.9	4.3	-9.8	-3.5
dFosB activator	0.4	-7.0	-13.2	-5.0	3.1	-1.4	3.7	-1.7	-0.7
Cardiac RTF inh	-3.2	-9.9	-2.8	-4.4	-1.9	6.3	-5.0	-5.0	-4.1
RTF Ca sens act	-7.2	5.8	-4.8	2.4	-2.4	13.5	-2.4	-1.2	-4.9

Single values from the entries so far:
In Keap1-Nrf2 PPI, #40 is listed with -0.2
In Cardiac RTF inh, #45 is listed with -4.1

Not a hit list. Share with any hit: about 3.2%.
